zfTRPN1 agonist – zebrafish TRPN1 channel agonists, primary screen, cell-based, HEK293, calcium fluorescence; activation, % at 3 µM; transient receptor potential cation channel N1 (TRPN1/NompC), Danio rerio; actives 0.18% (n = 220,000); AID 1424, 2008; HEK293 zebrafish TRPN1-YFP, Fluo-8 calcium fluorescence; 100% = response to 87 µM carbachol;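 active means activation above its plate's cutoff, the mean activation of test wells on that plate plus 3 SD, cut at about 19% in these data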;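 further: 0% = DMSO alone and 100% = 87 µM carbachol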
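Material – zebrafish TRPN1-YFP in HEK293 cells · Doses – 3 µM single point · Schedule – dye 1 h 37 °C plus 30 min RT · Signal – Fluo-8 calcium fluorescence, excitation 470-495 nm, emission 515-575 nm · Read-out – % activation versus carbachol response · Control set – carbachol high, DMSO low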
TNF death inh – inhibitors of TNF-alpha triggered necroptosis, primary screen, cell-based, Jurkat FADD-/-, single concentration; Jurkat FADD-/- TNF necroptosis rescue, ATP luminescence, 24 h; 0 = TNF only, 100 = no-TNF cells; activation (protection from cell death), % at 10 µM; actives 0.068% (n = 220,000); AID 463075, 2010;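 active means activation, meaning protection from cell death, of at least 50% relative to plate controls; inactive means activation below 50%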;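 further: necroptosis triggered by 40 ng/mL TNF-alpha added together with compound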
Runt-SMMHC FRET – inhibitors of RUNX1 Runt–CBFb-SMMHC binding, primary screen, biochemical, FRET, Cerulean-Runt, Venus-CBFb-SMMHC, uHTS; Runt-related transcription factor 1 (Homo sapiens) + Core-binding factor subunit beta …; Cerulean-Runt/Venus-CBFb-SMMHC FRET ratio 530/480, 1 h; inhibition, % at 20 µM; actives 0.74% (n = 220,000); AID 1434, 2008;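 active means mean inhibition across duplicate retests at 20 µM reaching about 50%, limit read from the data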;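 further: 0% = DMSO wells and 100% = wells with excess untagged CBFb-SMMHC; inhibitors lower the FRET ratio by blocking Runt binding to CBFb-SMMHC; some results filed as inactive read as strong as hits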
EBV gp42 inh – Epstein-Barr virus gp42 inhibitors, primary screen, biochemical, uHTS, fluorescence polarization. inhibition, % (tested at 21.74 µM). actives 0.42% (n = 220,000). Glycoprotein 42 (Epstein-Barr virus (strain AG876)), Q1HVG2. Fluorescence polarization binding assay, mP read-out; in the data active means inhibition above about 50%
CHOP inh – inhibitors of CHOP promoter induction, primary screen, cell-based, unfolded protein response, luciferase reporter | CHO-K1 CHOP-promoter luciferase, tunicamycin-induced, 15-18 h | inhibition, % at 10 µM | actives 3.8% (n = 220,000) | AID 2732, 2010;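 active means compounds that reduced the stress-induced luciferase reporter signal by more than about 70% of percent inhibition, limit read from the data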;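 further: 0% = tunicamycin plus vehicle and 100% = wells without tunicamycin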
PPC-1+TRAIL kill – compounds killing PPC-1 cancer cells with TRAIL present, primary screen, TRAIL potentiator project, ATPLite luminescence, uHTS; PPC-1 cells + TRAIL, ATPLite viability luminescence; AID 1443, 2008; cell killing (% activity), % at 4 µM; actives 0.41% (n = 220,000);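 active means cell killing above 50% in the first pass at 4 µM, then a duplicate retest at 5 µM averaging 50% or more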;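 further: plate controls were cells with TRAIL plus DMSO for no effect and medium-only wells lacking cells for full effect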
TRPML3 ag – human TRPML3 channel agonists, primary screen, cell-based, HEK293 TRPML3-YFP, Fluo-8 calcium fluorescence, 3 µM. Mucolipin-3 (Homo sapiens), Q8TDD5. 100% = the carbachol control signal. activation, % at 3 µM. actives 0.29% (n = 220,000). AID 1448, 2008;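 active means activation above its plate's cutoff, the mean activation of the plate's test wells plus 3 SD, cut at about 12% in these data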;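 further: 0% = DMSO only wells and 100% = carbachol wells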
Target sequence (Q8TDD5 whole entry, looked up): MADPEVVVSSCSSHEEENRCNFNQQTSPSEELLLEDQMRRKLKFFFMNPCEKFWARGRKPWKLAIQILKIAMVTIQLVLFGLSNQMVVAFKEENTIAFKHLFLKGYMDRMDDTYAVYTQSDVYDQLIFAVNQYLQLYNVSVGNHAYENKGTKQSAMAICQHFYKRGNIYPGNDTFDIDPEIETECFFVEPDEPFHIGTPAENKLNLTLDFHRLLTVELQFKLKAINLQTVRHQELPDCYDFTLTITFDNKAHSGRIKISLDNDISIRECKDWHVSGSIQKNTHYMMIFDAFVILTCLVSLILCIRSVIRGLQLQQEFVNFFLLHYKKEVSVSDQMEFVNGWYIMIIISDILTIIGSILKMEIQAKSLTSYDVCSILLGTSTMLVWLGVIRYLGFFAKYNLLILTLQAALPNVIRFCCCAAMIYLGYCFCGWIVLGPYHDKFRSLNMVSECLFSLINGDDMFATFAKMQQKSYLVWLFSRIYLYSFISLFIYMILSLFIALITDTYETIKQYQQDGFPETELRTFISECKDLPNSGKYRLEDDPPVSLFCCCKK
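Test system: TRPML3-YFP stable HEK293 cells. Doses: single point at 3 µM. Incubation: dye loading 1 h 37 °C then 30 min ambient, 125 s read. Signal: Fluo-8 calcium dye fluorescence, ex 470-495, em 515-575 nm. Measure: percent activation from peak-to-basal fluorescence ratio, scaled between DMSO and carbachol.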
Mdm2 ligase inh – MDM2-luciferase reporter signal enhancers, primary screen, MDM2 E3 ligase inhibitor project, cell-based, luminescence, 1536-well. cell-based MDM2 ubiquitination luciferase reporter, 2 h; 0 = plate control, 100 = twice control, blank-subtracted. E3 ubiquitin-protein ligase Mdm2 (Homo sapiens), Q00987. AID 1230, 2008. signal enhancement, % at 5 µM. actives 0.11% (n = 210,000);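 active means signal enhancement of 30% or more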;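 further: luminescence tracks abundance of the self-degrading MDM2-luciferase fusion protein; higher signal means inhibition of MDM2 E3 ligase activity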
Target sequence (Q00987 whole entry, looked up, the tested form may be a part): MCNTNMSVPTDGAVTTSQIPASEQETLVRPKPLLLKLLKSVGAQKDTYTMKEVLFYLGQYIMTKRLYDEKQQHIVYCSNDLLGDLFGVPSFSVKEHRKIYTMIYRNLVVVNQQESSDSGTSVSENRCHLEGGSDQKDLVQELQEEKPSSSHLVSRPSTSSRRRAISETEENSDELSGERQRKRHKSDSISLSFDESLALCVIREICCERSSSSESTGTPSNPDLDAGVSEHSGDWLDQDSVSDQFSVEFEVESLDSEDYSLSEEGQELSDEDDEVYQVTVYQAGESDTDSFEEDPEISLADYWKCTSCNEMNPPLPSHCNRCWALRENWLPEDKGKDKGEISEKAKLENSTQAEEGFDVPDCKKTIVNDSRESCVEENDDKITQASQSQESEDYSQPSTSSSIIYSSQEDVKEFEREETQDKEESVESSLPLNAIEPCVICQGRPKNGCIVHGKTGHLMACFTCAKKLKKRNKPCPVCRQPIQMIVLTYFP
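Material: Stable MDM2–luciferase fusion reporter cells | Amount: 2000 cells seeded into each well | Dosing: One concentration, 5 µM, with 0.2% DMSO | Incubation: 4 h cell settling then 2 h compound exposure, 37 °C | Measured by: Luciferase luminescence | Read-out basis: % enhancement relative to plate controls after blank subtraction | Benchmarks: Control and blank well means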
p47phox inh – p47phox/p22phox peptide binding inhibitors, primary screen, biochemical, uHTS, NADPH oxidase regulatory subunit | Neutrophil cytosol factor 1 (Homo sapiens), P14598 | fluorescence polarization, 2 h | inhibition, % at 24.7 µM | actives 0.53% (n = 220,000) | AID 1274, 2008;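 active means inhibition above about 30%, limit read from the data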;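 further: 0% = p47phox with labelled peptide and 100% = labelled peptide alone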
Starred values were filed as active, the others as inactive; · = not tested or not shown; [ ] = dose if it differs, or a comment.

SMILES	zfTRPN1 agonist	TNF death inh	Runt-SMMHC FRET	EBV gp42 inh	CHOP inh	PPC-1+TRAIL kill	TRPML3 ag	Mdm2 ligase inh	p47phox inh
COc1ccc(Cc2nnc(SCc3nc4ccccc4c(=O)[nH]3)o2)cc1	0.4	-0.1	-3.8	-9.4	19.2	-4.5	0.8	-8.2	5.8
CC(C)(C)c1cc(C(=S)N2CCN(CCO)CC2)cc(C(C)(C)C)c1O	-0.7	-0.7	47.1	-4.9	20.3	25.7	0.4	-12.8	-14.5
C/C(=N\Nc1nc2ccccc2[nH]1)c1ccc(Cl)s1	-0.1	5.7	0.6	4.6	39.1	13.4	-0.3	-4.1	-12.5
CCCCOC(=O)c1ccc(NC(=S)N2CCN(c3ncc4c(=O)c(C(=O)O)cn(CC)c4n3)CC2)cc1	1.6	-1.3	1.9	-10.2	64.2	-1.4	1.2	-11.5	-7.5
Cc1[nH]c(=S)c(C#N)c(C)c1CCC#N	2.0	-0.1	21.4	-6.3	11.5	17.0	0.7	-1.1	-16.5
COc1ccc(OCC(=O)OC2CCN(C)CC2)cc1	-0.2	-0.2	-5.0	-0.2	7.1	14.1	0.7	·	-21.2
CC(C)CC(=O)NC(=S)Nc1sc2c(c1C(N)=O)CCC2	1.6	-1.3	-4.1	-1.2	14.1	19.3	0.8	-36.4	-13.0
COC(=O)c1cc(-c2ccc(OC)c(OC)c2)on1	-0.6	-4.7	-2.2	5.9	11.6	-9.9	0.5	-18.9	-1.6
CC(=O)Nc1ccc(NC(=O)Nc2ccc(C)c(C)c2)cc1	0.0	-2.6	-45.5	-9.5	-3.7	11.6	0.4	-10.7	-3.7
NS(=O)(=O)c1ccc2c(c1)C1C=CCC1C(C1CC=CCC1)N2 (configuration not stated)	0.8	-2.1	-49.6	-2.0	4.9	11.9	0.8	-4.1	-4.4
CC(C)Nc1nc(NC(C)C)nc(N(C)N)n1	-0.3	-0.8	-0.1	-11.9	52.6	-8.7	0.1	-27.6	1.7
CCc1ccc2[nH]c3nc(SCc4nnc(-c5ccc(C)cc5)o4)nnc3c2c1	-0.3	-1.2	-8.6	-16.5	28.5	-9.4	0.6	·	-4.1
COc1cccc(-c2nc(CS(=O)(=O)CC(=O)N3CCc4ccccc4C3)c(C)o2)c1	0.2	0.7	1.8	4.2	56.5	15.8	-0.4	1.1	-12.8
COc1ccc(-n2nnnc2SCC(=O)Nc2ccccc2N2CCOCC2)cc1OC	-1.2	-1.5	-2.5	-17.8	10.2	16.1	-0.6	-24.9	-5.6
CCO[C@@H]1OC(C(=O)NC2CC2)=C[C@H](C2CC2)[C@H]1CCCO	·	0.0	0.3	2.0	8.4	22.6	·	8.9	-13.7
Cc1ccccc1OCC(=O)Nc1ccc2c(c1)COC2=O	0.4	-1.2	-1.5	-6.9	-10.1	10.0	0.8	-2.9	-3.5
Cc1cccc(C)c1NS(=O)(=O)c1ccc(OCCNS(C)(=O)=O)cc1	-0.5	-1.9	1.2	9.3	12.8	8.4	0.9	-9.8	-9.5
Cc1ccc(NC(=O)CNC(=O)c2cccs2)cc1S(=O)(=O)Nc1ccc(Cl)cc1	-1.5	-0.9	2.7	-9.0	33.1	5.1	0.2	2.7	-26.6
CCOc1cc(C(=S)N2CCCCC2)ccc1OS(=O)(=O)c1ccc(Br)cc1	-0.3	-4.9	-2.2	-0.7	-12.9	19.8	-0.3	-20.5	-7.6
CC(=O)c1ccc(-n2nnnc2SCC(=O)Nc2sc(C)c(C)c2C#N)cc1	0.2	2.2	-4.2	-3.7	80.7*	9.9	0.9	-25.5	-77.5
C/C(=N/NC(=O)CCc1ccccc1)c1ccco1	1.3	0.5	-1.4	2.1	-18.4	-7.6	1.1	-0.3	2.5
CCOC(=O)C(NC(=O)C1CCCN1C(=O)OCc1ccccc1)C(=O)OCC (configuration not stated)	-0.7	0.2	1.9	-11.3	-5.7	4.1	0.5	-4.7	-9.0
CCOC(=O)N1CCN(c2c(NCc3ccc(N(C)C)cc3)c(=O)c2=O)CC1	-0.6	0.7	-2.2	-19.7	33.7	-2.2	-0.1	-7.4	-37.0
COc1ccccc1Nc1nc(N)nc(CSC(=S)N2CCCCC2)n1	-1.4	2.4	-1.6	-6.4	-2.4	14.0	-0.3	·	-7.3
COCCOCCn1c(CCCO)nc2ccccc21	0.3	-1.4	0.6	-27.6	24.5	9.1	0.8	-11.9	-5.0
Nc1nc(NCCO)nc(NCC2CCCO2)c1[N+](=O)[O-] (configuration not stated)	2.6	3.1	2.7	-13.3	7.8	26.8	1.0	1.4	1.2
Cc1occc1C(=O)NNC(=O)c1ccc(Br)o1	-0.2	0.6	-2.3	-5.7	4.1	2.1	0.8	-9.5	-10.1
CCn1cc(CNC(=O)CSc2nc(-c3ccc(OC)c(OC)c3)cc(C(F)(F)F)n2)c(C)n1	-0.3	1.3	4.5	-2.8	32.1	10.8	0.1	0.6	-3.2
CCn1c(C(=O)O)c(CC(=O)NC2CCCCCC2)c2ccccc21	-0.3	-0.1	-1.0	-7.8	2.6	-15.5	0.6	-17.4	7.5
Clc1cccc(N2CCN(Cc3nnc(-c4ccccc4)o3)CC2)c1	-1.4	0.4	0.9	-2.6	28.8	1.1	0.8	-6.2	-0.1

Sorted by length of the SMILES (descending): 4 of the compounds above
SMILES	zfTRPN1 agonist	TNF death inh	Runt-SMMHC FRET	EBV gp42 inh	CHOP inh	PPC-1+TRAIL kill	TRPML3 ag	Mdm2 ligase inh	p47phox inh
CCOC(=O)N1CCN(c2c(NCc3ccc(N(C)C)cc3)c(=O)c2=O)CC1	-0.6	0.7	-2.2	-19.7	33.7	-2.2	-0.1	-7.4	-37.0
CCOC(=O)C(NC(=O)C1CCCN1C(=O)OCc1ccccc1)C(=O)OCC (configuration not stated)	-0.7	0.2	1.9	-11.3	-5.7	4.1	0.5	-4.7	-9.0
Cc1ccccc1OCC(=O)Nc1ccc2c(c1)COC2=O	0.4	-1.2	-1.5	-6.9	-10.1	10.0	0.8	-2.9	-3.5
COCCOCCn1c(CCCO)nc2ccccc21	0.3	-1.4	0.6	-27.6	24.5	9.1	0.8	-11.9	-5.0

(next part)
SMILES	zfTRPN1 agonist	TNF death inh	Runt-SMMHC FRET	EBV gp42 inh	CHOP inh	PPC-1+TRAIL kill	TRPML3 ag	Mdm2 ligase inh	p47phox inh
Cc1ccc(NC(=O)N2CCCN(Cc3ccc(F)cc3)C2)cc1C	-1.2	1.6	2.2	-12.6	20.3	-11.3	-0.2	-13.4	-1.4
O=C(Cn1nnc(-c2ccccc2NC(=O)c2ccccc2)n1)Nc1ccc2c(c1)OCCO2	-0.5	-3.3	-4.1	-10.9	15.3	6.5	0.3	-10.3	2.7
COc1cccc(/C=C2\SC(=S)N(N3CCOCC3)C2=O)c1OC	0.3	2.8	1.6	13.2	13.9	5.8	0.3	19.1	-8.2
Cc1cc(C(=O)CSc2nnc(-c3ccc(Cl)cc3)n2CC2CCCO2)c(C)n1C (configuration not stated)	0.1	1.0	-9.5	-11.3	13.9	15.5	-0.2	-4.4	2.4
N#Cc1ccc(Oc2ccc(C(F)(F)F)cc2NC(=O)c2ccc(F)cc2)cc1	-1.7	2.5	-0.8	-17.0	6.4	-16.6	0.4	-13.7	3.4
O=C(/C=C/c1ccc(Cl)cc1)NC(=S)Nc1ccc(N2CCOCC2)c(Cl)c1	0.6	3.5	0.2	-27.4	40.9	-13.7	1.3	-7.0	-24.6
CCOC(=O)NC(=O)CSc1nnnn1-c1ccc(Cl)cc1	-0.9	-1.8	2.2	-4.6	-4.3	-15.7	0.2	-11.7	-6.3
Cc1c(C)n(C(=O)CSc2nc3ccccc3[nH]2)c2ccccc12	-0.1	-2.1	1.0	5.9	80.4*	9.4	0.5	-13.5	-31.9
CCn1cc([C@@H]2C[C@H]3CN(Cc4cccc(Cl)c4)C(=O)[C@]34CCCN24)cn1	-0.3	0.5	-6.0	-8.5	-19.2	0.4	-0.5	-63.0	-13.4
COc1ccc(OCC(=O)c2c[nH]c3ccccc23)cc1	-0.5	1.4	0.6	-2.7	-3.6	43.4	0.5	-7.9	-21.9
CCOc1cccc2sc(Cl)nc12	0.1	2.8	-7.9	5.7	5.9	5.4[5 µM]	1.0	-13.9	-1.1
CC1CCN(c2ccc(S(=O)(=O)NC3=NCCCCC3)cc2[N+](=O)[O-])CC1	5.9	-0.3	0.3	-1.2	18.6	3.2	2.6	-13.0	-12.6
Cc1cccc(-c2noc(CSc3ccccc3)n2)c1	-1.1	2.8	-3.1	-11.9	70.5*	11.0	-1.1	-1.4	-6.7
CCCCC(=O)Nc1ccc(F)c(Cl)c1	0.0	19.9	-4.2	-6.8	16.1	2.5	0.9	-5.8	-8.8
COc1ccc(NC(=O)C2CCC(CNc3c(N4CCCCC4)c(=O)c3=O)CC2)cc1OC (configuration not stated)	0.9	-0.2	-5.2	-16.4	1.7	12.1	-0.2	-13.5	-9.6
CN(C1CCS(=O)(=O)C1)S(=O)(=O)c1ccc(C2CCCCC2)cc1 (configuration not stated)	-0.1	0.5	0.9	-14.7	57.0	11.2	0.2	-8.5	-5.7
N#C/C(=C\c1ccc(Sc2ccc(Cl)cc2)o1)c1nc2ccccc2[nH]1	-0.6	6.8	-65.4	-25.8	58.9	14.3	1.2	-8.7	-91.8
CCCc1cc(=O)[nH]c(Nc2ccc3c(c2)OCCO3)n1	-1.3	-0.4	92.4	4.6	-4.1	7.7	0.3	-28.5	-18.9
O=[N+]([O-])c1ccccc1OCCCCN1CCCCC1	-0.1	-2.3	-0.2	2.1	30.7	-4.7	0.6	-7.4	-25.9
O=C1CC(c2ccccc2)=Nc2ccc(Br)cc2N1	-0.3	0.7	0.1	-0.7	-1.3	6.5	0.4	0.0	6.9
O=C(COc1ccc(Cl)cc1Cl)N1CCN(c2ccccn2)CC1	-0.2	-0.2	-0.4	9.6	17.9	6.9	0.0	-7.4	-2.1
N/C(=N\OC(=O)c1cccc(Cn2cc(C(F)(F)F)ccc2=O)c1)c1ccccc1	-0.3	-3.2	-1.8	-7.0	2.0	15.6	0.6	-5.4	-2.2
